Screening data (PubChem)
TRPC4 agonist – activators of mouse TRPC4 channel; B-score at 10 µM; AID 2237; HEK293 TRPC4beta/mu-opioid, Fluo4 calcium fluorescence; active compounds read high; 310,000 tested, 0.49% active;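 active = B-score above 5 SD of library B-scores, and initial fluorescence ratio not above library mean plus 5 SD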;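 also: positive B-score marks a calcium rise read as TRPC4 activation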
Target sequence (Q9QUQ5 whole entry, looked up): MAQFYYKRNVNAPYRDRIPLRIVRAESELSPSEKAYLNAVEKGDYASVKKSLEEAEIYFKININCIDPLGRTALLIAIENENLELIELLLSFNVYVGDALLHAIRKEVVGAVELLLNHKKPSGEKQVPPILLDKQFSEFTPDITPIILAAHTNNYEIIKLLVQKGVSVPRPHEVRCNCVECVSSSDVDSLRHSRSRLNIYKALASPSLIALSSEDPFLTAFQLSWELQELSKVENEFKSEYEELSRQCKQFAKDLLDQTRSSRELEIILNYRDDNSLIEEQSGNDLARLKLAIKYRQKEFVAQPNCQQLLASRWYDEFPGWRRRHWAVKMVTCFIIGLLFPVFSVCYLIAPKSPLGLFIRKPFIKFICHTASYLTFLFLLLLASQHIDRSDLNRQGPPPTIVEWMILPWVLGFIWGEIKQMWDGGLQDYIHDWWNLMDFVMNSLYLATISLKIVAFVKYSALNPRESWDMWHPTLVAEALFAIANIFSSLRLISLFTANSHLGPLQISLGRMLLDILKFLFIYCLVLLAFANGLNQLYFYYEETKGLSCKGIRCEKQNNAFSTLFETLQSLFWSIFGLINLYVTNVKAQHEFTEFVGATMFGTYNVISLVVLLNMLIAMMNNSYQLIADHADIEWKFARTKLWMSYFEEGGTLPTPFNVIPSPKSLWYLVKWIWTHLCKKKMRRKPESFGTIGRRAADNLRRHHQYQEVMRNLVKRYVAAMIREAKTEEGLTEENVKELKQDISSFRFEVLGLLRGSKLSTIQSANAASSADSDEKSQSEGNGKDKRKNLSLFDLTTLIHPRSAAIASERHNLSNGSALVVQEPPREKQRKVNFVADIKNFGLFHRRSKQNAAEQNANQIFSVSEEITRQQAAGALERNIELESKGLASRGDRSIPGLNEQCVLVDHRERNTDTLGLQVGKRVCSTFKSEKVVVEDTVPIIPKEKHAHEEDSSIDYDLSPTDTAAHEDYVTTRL
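Assay system: HEK293 stable line with TRPC4beta plus mu-opioid receptor. Times: dye 45 min RT, read 110 s. Measured by: kinetic Fluo4 calcium fluorescence. Measure: B score of integrated ratio. Controls: assay buffer as low control, maximal DAMGO as high control.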
PolyA inh – yeast polyadenylation inhibition; S. cerevisiae SKY197-pL101 polyadenylation reporter, beta-gal luminescence; efflux-impaired pdr1/pdr3 knockout yeast; score 100 = 6 SD above DMSO; calls only at 12 µM; 300,000 tested, 0.02% active;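 active = lowest replicate activity score at least 50, where 100 means six control SD above control mean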;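 also: yeast exposed to compound for 9 h at 30 °C; higher score means more reporter readthrough which indicates perturbed polyadenylation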
KCNQ1 act – human KCNQ1 channel potentiation or activation; CHO-K1 KCNQ1, thallium flux FluxOR fluorescence; active compounds read high; 310,000 tested, 0.35% active; P51787; B-score at 10 µM; AID 2648;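 active = fluorescence ratio B-score, a plate-corrected score, at least three library SD, with initial intensity B-score within 5 SD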
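Test system: CHO-K1 cells stably expressing KCNQ1 / Medium: assay buffer / Also added: depolarizing K+/Tl+ stimulus, K2SO4 and Tl2SO4 each 12.5 mM in 5x stock / Incubation: 90 min dye loading and 20 min compound exposure, both at room temperature / Signal: thallium influx via FluxOR fluorescence, kinetic imaging / Evaluation: B score of baseline-normalized fluorescence ratio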
KCNQ1 inh – inhibitors of human KCNQ1 potassium channel; B-score at 10 µM; 310,000 tested, 1.3% active; P51787; CHO-K1 KCNQ1, FluxOR thallium flux fluorescence; active compounds read high; AID 2642;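 active = compounds whose thallium flux B-score, printed positive for inhibition, exceeds three library SD while starting fluorescence stays within three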;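 also: channel opened by potassium depolarization with thallium stimulus after 20 min compound exposure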
Platelet DG rel – platelet dense granule release activity. human platelet-rich plasma, SFLLRN dense granule ATP release, luminescence. 300,000 tested, 0.22% active. inhibition, %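 (compounds screened at 7.5 µM in platelet-rich plasma)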;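 active = mean replicate score, as percent of positive control, at or above 50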
KCNK9 inh – human KCNK9 channel inhibition. Q9NPC2. HEK293 KCNK9, FluxOR thallium flux fluorescence; active compounds read low. B-score at 10 µM. 310,000 tested, 1.2% active;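 active = ratio B-score over 3 SD below the library mean, with starting fluorescence within 5 SD of its mean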;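 also: negative B-score means less thallium flux so channel inhibition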
TRPC4 PAM – allosterically enhances the mouse TRPC4 cation channel | AID 2227 | 310,000 tested, 0.42% active | Q9QUQ5 | B-score at 10 µM | HEK293 TRPC4beta/mu-opioid, DAMGO EC20, Fluo-4 Ca2+ flux; active compounds read high;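 active = B-score of calcium response area above 5 SD of library B-scores, with initial fluorescence ratio within 5 SD of library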;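 also: B-score of integrated fluorescence ratio over time as area under calcium response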
hERG rescue – hERG (human) protection from proarrhythmic block; activation (rescue from dofetilide block), less the hit threshold, % at 10 µM; CHO-hERG, FluxOR thallium flux, dofetilide IC70 present; Q12809; 310,000 tested, 0.51% active;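 active = activation above the mean of controls blocked by dofetilide plus 5 SD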;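 also: thallium influx through hERG after potassium depolarization seen as dye fluorescence rise; in these data hits start at about 4.7%; inactives centre near -7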
DYRK1A inh – Dyrk1A (rat) kinase inhibition | inhibition, % at 12.5 µM | Q63470 | AID 504441 | ADP-Glo luminescence, NFATc1 peptide | 310,000 tested, 0.43% active; in the data active = inhibition above about 50%;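 also: plate controls were vehicle with enzyme for no effect and no enzyme for full effect; many of its hits are not listed in these tables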
KCNK3 inh – human KCNK3 channel inhibition, primary screen | CHO-KCNK3 thallium flux, FluxOR fluorescence; active compounds read low | B-score at 10 µM | 340,000 tested, 0.84% active | AID 602410 | O14649;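 active = B-score under library mean minus 4 SD, starting fluorescence ratio at most library mean plus 5 SD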;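 also: more negative B-score means stronger inhibition of thallium flux through KCNK3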
TRPC4 block – inhibitors of mouse TRPC4 channel; Q9QUQ5; HEK293 TRPC4beta/mu-opioid, DAMGO-evoked Fluo4 calcium flux; active compounds read low; B-score at 10 µM; 300,000 tested, 0.39% active;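 active = B-score over 3 SD under the library average, no early fluorescence shift, positive overall ratio signal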
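Material: HEK293 cells with stable TRPC4beta plus mu-opioid receptor expression / Probe or stimulus: DAMGO in two steps, submaximal then maximal / Compound: single concentration per test compound / Technique: kinetic Fluo4 fluorescence imaging of calcium influx / Read-out: per-well B score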
Active calls of the source: *; i = inactive; / = not tested or not shown.

SMILES	TRPC4 agonist	PolyA inh	KCNQ1 act	KCNQ1 inh	Platelet DG rel	KCNK9 inh	TRPC4 PAM	hERG rescue	DYRK1A inh	KCNK3 inh	TRPC4 block
CC1(C)Oc2ccccc2OC1(O)c1ccc2ccccc2n1 (stereo not given)	i	i	i	i	6.4	i	i	-26.1	-2.1	i	i
CCn1cc(/C=C/C(=O)NCc2c(C)nn(C)c2C)cn1	i	i	i	i	-0.6	i	i	-9.0	-5.6	i	i
O=C(NC(=S)Nc1cccc2ncccc12)c1cccs1	i	i	i	i	10.3	i	i	-8.0	8.6	i	i
Cc1cccc(N2CCN(C(=O)C3CCC(CNS(=O)(=O)c4cccs4)CC3)CC2)c1C (stereo not given)	i	i	i	i	10.6	i	i	-13.8	-2.6	i	i
CNC(=S)N/N=C/c1ccc(C(C)C)cc1	i	i	i	i	-1.4	i	i	-7.4	2.1	i	i
CC(C)(C)c1cc(NC(=O)c2ccc(OC3CCCC3)cc2)no1	i	i	i	i	17.5	i	i	-5.8	2.9	i	i
CCOC(=O)C(Sc1ncn[nH]1)c1ccccc1 (stereo not given)	i	i	i	i	1.7	i	i	-5.2	-2.0	i	i
CCC(C)/C(C)=N/NC(=O)CSc1nc2ccccc2[nH]1 (stereo not given)	i	i	i	i	9.7	i	i	-3.0	-1.7	i	i
COC(=O)c1ccc(NC(=O)c2ccccc2-c2ccccc2C(=O)O)cc1	i	i	i	i	10.3	i	i	-22.5	-1.0	i	i
Cc1onc(-c2ccccc2Cl)c1C(=O)OCC(=O)Nc1cccc(S(=O)(=O)N(C)C)c1	i	i	i	i	17.6	i	i	-9.1	5.9	i	i
CCCN(CCC)C(=O)CP(=O)(c1ccccc1)c1ccccc1	i	i	i	i	-5.4	i	i	-4.7	6.5	i	i
CCOc1ccc(CN(C(=O)c2cc3ccccc3oc2=O)C2CCS(=O)(=O)C2)cc1 (stereo not given)	i	i	i	i	-11.8	i	i	-11.3	-2.3	i	i
CC(C)Cc1nnc(NC(=O)c2ccc3c(=O)n4c(nc3c2)CCC4)s1	i	i	i	i	11.8	i	i	-22.1	2.7	i	i
O=C(CSc1nc(O)cc(=O)n1-c1ccc(Cl)c(Cl)c1)Nc1ccc(Cl)cc1Cl	i	i	i	i	8.5	i	i	-8.5	-7.8	i	i
Cc1cc([N+](=O)[O-])nn1Cn1nc([N+](=O)[O-])cc1C	i	i	i	i	5.7	i	i	-13.9	5.3	i	i
CCc1c(C(=O)NCCc2ccc(OC)c(OC)c2)[nH]c(C)c1C(C)=O	i	i	i	i	1.7	i	i	-16.7	-0.8	i	i
Cc1ccc(C(=O)NCCCNC(=O)c2ccco2)cc1C	i	i	i	i	-8.4	i	i	-5.7	-0.8	i	i
CCN1C(=O)CC(N2CCN(c3ccc(C(=O)c4ccccc4)cc3)CC2)C1=O (stereo not given)	i	i	i	i	-4.0	i	i	-17.4	-2.0	i	i
CC(OC(=O)Cn1nnc2ccccc21)C(=O)NC1CCCC1 (stereo not given)	i	i	i	i	-9.6	i	i	-3.9	-1.3	i	i
CN(C)Cc1nc2ccccc2c(=O)n1CC#N	i	i	i	i	0.1	i	i	-10.8	-5.1	i	i
O=C(COc1ccccc1)OCc1csc(Nc2ccccc2)n1	i	i	i	i	6.7	i	i	-4.7	1.6	i	i
COC(=O)CN1C(=O)C(O)(CC(=O)c2cccc(Br)c2)c2ccccc21 (stereo not given)	i	i	i	i	1.9	i	i	0.8	8.7	i	i
Cc1ccc(-n2c(=O)c3sccc3n(CC(=O)NCC3CCCO3)c2=O)cc1F (stereo not given)	i	i	i	i	11.3	i	i	-7.1	-3.5	i	i
Cc1c(Br)cc(C(=O)OC2CCN(C)CC2)c(C)c1C	i	i	i	i	-0.5	i	i	-11.5	-3.9	i	i
O=C(O)CCC(=O)NNC(=O)CCC(=O)NCc1ccccc1	i	i	i	i	-4.7	i	i	2.1	/	i	i
COC(=O)c1ccccc1NC(=O)Cn1c(SC)c(F)cnc1=O	i	i	i	i	-19.9	i	i	-10.0	-0.2	i	i
CS(=O)(=O)N(CC(=O)NCCSCc1ccccc1)c1ccccc1Br	i	i	i	i	-7.9	i	i	-4.9	-4.0	i	i
COc1ccc(CN(C)C(=O)c2oc3ccccc3c2CSC)cc1F	i	i	i	i	5.1	-12.1*	i	-9.0	5.9	-11.4*	i
O=C(c1ccc(F)cc1)C1CCN(Cc2cn[nH]c2-c2ccccc2)CC1	i	i	i	i	5.2	i	i	-11.4	/	i	i
CC(=C/C(=O)O)/C=C/c1ccco1	i	i	i	i	4.2	i	i	-9.5	-5.8	i	i
COc1ccccc1NC(=O)c1ccccc1C(=O)O	i	i	i	i	1.1	i	i	-1.9	-1.9	i	i
NS(=O)(=O)c1ccc(NC(=O)CCCCC(=O)Nc2ccc(S(N)(=O)=O)cc2)cc1	i	i	i	i	-9.4	i	i	-2.8	-0.1	i	i
CC(Nc1ccccc1)C(=O)Nc1ccc(F)cc1 (stereo not given)	i	i	i	i	17.2	i	i	-5.9	-6.6	i	i
CC(=O)N1CCN(c2ccccc2NC(=O)c2ccc3ccccc3c2)CC1	i	i	i	i	-16.6	i	i	-16.2	2.8	i	-5*
COC(=O)c1ccc(CN2CCCC(C(=O)c3cc(F)ccc3OC)C2)cc1 (stereo not given)	i	i	i	i	-2.7	i	i	-10.4	0.6	i	i
CCN(Cc1ccccc1)C(=O)CS(=O)(=O)c1ccccc1	i	i	i	i	-3.3	i	i	-14.0	-6.3	i	i
CCCCC1(C)Cc2ccccc2C(=S)N1 (stereo not given)	i	i	i	i	2.5	i	i	-6.2	0.8	i	i
COc1ccc(C(CC(=O)N2CCCC(C)C2)c2c(OC)cc(OC)c3ccc(=O)oc23)cc1 (stereo not given)	i	i	i	i	15.9	i	i	-11.4	-3.2	i	i
Cn1c(SCc2cccnc2)nc2c(c1=O)SCC2	i	i	i	i	3.4	i	i	-9.0	/	i	i
C=CCn1c(SCC(=O)NC2CCCC2)nc2scc(-c3ccco3)c2c1=O	i	i	i	i	2.9	i	i	-14.9	-0.9	i	i
COc1cccc(N(CC(=O)NC2CCCC2)C(=O)CCCC(=O)Nc2ccccn2)c1	i	i	i	i	-3.1	i	i	-7.8	2.0	i	i
COc1cccc(-c2nc(CS(=O)(=O)CC(=O)N3CCN(c4ccccn4)CC3)c(C)o2)c1	i	i	i	i	5.6	i	i	-8.5	4.7	i	i
O=C(CSc1nnc([C@@H]2CCCN2)o1)c1ccc(Cl)cc1	i	i	i	i	-3.1	i	i	-10.4	-0.3	i	i
Cc1nnc(NC(=O)/C=C/c2ccco2)s1	i	i	i	i	0.9	i	i	-6.8	-4.5	i	i
CCC(=O)Nc1cc(ON=C(C)C)cc([N+](=O)[O-])c1	i	i	i	i	-6.0	i	i	-1.3	-5.5	i	i
COc1ccc(CN2CCN(S(=O)(=O)c3ccc(NC(C)=O)cc3)CC2)c(OC)c1OC	i	i	i	i	1.4	i	i	-10.8	2.4	i	i
Clc1ccc(-n2cnnn2)cc1	i	i	i	i	5.8	i	i	-11.5	14.7	i	i
COc1ccc(S(=O)(=O)N2CCCC2C(=O)Nc2ccc(O)cc2)cc1 (stereo not given)	i	i	i	i	3.4	i	i	-5.1	-3.0	i	i
CCOc1ccc(C(=O)NC2CCN(S(C)(=O)=O)CC2)cc1	i	i	i	i	0.1	i	i	-6.4	-1.5	i	i
CC1CCCCN1C(=O)C1COc2ccccc2O1 (stereo not given)	i	i	i	i	-3.0	i	i	-5.8	/	i	i
Cc1nc(NC(=O)COC(=O)c2cc3c(s2)CCC(C)C3)c(Cl)cc1Cl (stereo not given)	i	i	i	i	-1.4	i	i	-6.6	-4.3	i	i
COc1ccc2oc(C(=O)OCC(=O)NCc3ccco3)c(C)c2c1	i	i	i	i	-2.9	i	i	-9.4	6.6	i	i
Cc1ccc(Cn2c(=N)n(CC(=O)c3ccccc3)c3ccccc32)cc1	i	i	i	i	7.0	i	i	-30.5	3.3	i	i
COC(=O)c1sccc1NC(=O)c1c(F)c(F)c(F)c(F)c1F	i	i	i	i	-1.8	i	i	-10.1	/	i	i
CC1CCCN(C(=O)Nc2cccc(NC(=O)N3CCCC(C)C3C)c2)C1C (stereo not given)	i	i	i	i	0.3	i	i	-4.7	10.4	i	i
COc1ccccc1-c1cc(C(=O)N/N=C/c2ccc(C)s2)c2ccccc2n1	i	i	i	i	17.0	i	i	-7.8	1.4	i	i
O=C1CNC(=S)N1Cc1ccccc1	i	i	i	i	-3.5	i	i	-7.5	15.3	i	i
CCCCCCCN1CCC(=O)N([C@H](CO)c2ccccc2)CC1	i	i	i	i	-1.3	i	i	-5.7	6.2	i	i
CCOc1ccc(S(=O)(=O)NCCC(=O)NCC(c2cccs2)N2CCOCC2)cc1 (stereo not given)	i	/	i	i	-1.7	i	i	-12.1	2.8	i	i
O=C1CC(c2ccc3c(c2)OCO3)c2cc3c(cc2N1)OCO3 (stereo not given)	i	i	i	i	-9.2	i	i	-5.3	2.5	i	i

(next part)
SMILES	TRPC4 agonist	PolyA inh	KCNQ1 act	KCNQ1 inh	Platelet DG rel	KCNK9 inh	TRPC4 PAM	hERG rescue	DYRK1A inh	KCNK3 inh	TRPC4 block
COC(=O)c1cc(NC(=O)c2ccc(Cn3cc(Cl)cn3)o2)cc(C(=O)OC)c1	i	i	i	i	2.8	i	i	-3.8	11.8	i	i
O=C1[C@H]2CC3C=CC2(O3)[C@@H]2OCCCN12 (stereo not given in full)	i	i	i	i	9.7	i	i	-7.2	3.1	i	i
COc1ccccc1N(C(=O)c1snc(C(N)=O)c1N)C(C(=O)NCCC(C)C)c1ccco1 (stereo not given)	i	i	i	i	-5.5	i	i	-13.2	-3.1	i	i
Cc1ccccc1N1CCN(CCCN2C(=O)CC(=C(c3ccccc3)c3ccccc3)C2=O)CC1	i	i	i	i	-37.6	i	i	-10.9	0.8	i	i
O=C(CCc1nnc(C2CCCCC2)o1)N1CCN(c2ccccc2F)CC1	i	i	i	i	1.0	i	i	-12.3	-1.2	i	i
Cc1[nH]ccc(=O)c1OCc1ccc(Cl)cc1	i	i	i	i	-2.8	i	i	-11.4	10.6	i	i
C=CCn1c(-c2cc3cccc(OC)c3o2)n[nH]c1=S	i	i	i	i	-5.5	i	i	-3.3	/	i	i

These rows are one share of the data, so the mix of outcomes need not match the whole.
